Screening results: PubChem, several laboratories
Fibroblast inh = blocks proliferation of human lung fibroblasts. LL 47 human lung fibroblast viability, ATP luminescence; stronger effect = lower value. viability, % at 10 µM. hit rate 1.1% among 85,000. AID 719;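 active = viability at or below 50% in the single dose screen; inactive = viability above 50%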;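 note: compound exposure lasted 72 h before the ATP readout; 100% = median luminescence of untreated cell-only wells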
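Material: human lung fibroblast line LL 47, low passage; Evaluation: viability percentage against median untreated-cell control; Buffer or medium: 15% FBS in IMEM; Incubation: 72 h compound exposure at 37 °C after overnight plating; Dosing: 0.1% DMSO in all compound wells; Measured by: CellTiter-Glo luminescence.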
HUVEC tox TNFa = HUVEC cytotoxicity counter-screen, TNF alpha stimulated. cell count reduction, % at 2 µM. hit rate 0.17% among 93,000. HUVEC TNFalpha-stimulated, Hoechst cell count, imaging;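 active = cell count reduction exceeding the screen mean by over 5 SD, scaled to untreated wells per plate, cut at about 78% in these data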;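 note: cells counted after 24 h of TNF alpha exposure following the 1 h pretreatment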
VCAM1 TNFa inh = reduces TNF alpha induced VCAM1 expression in HUVEC; HUVEC TNFa-induced VCAM-1 immunofluorescence, high-content imaging; inhibition, % at 2 µM; hit rate 0.48% among 95,000;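 active = inhibition above the batch mean plus 3 SD, with images confirmed as a hit by eye, cut at about 37% in these data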;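 note: 0% = TNF-stimulated DMSO wells and 100% = unstimulated control wells; not every result past the cut was called active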
PTK2B oligo ant = blocks oligomerization of human Pyk2 in cells | Q14289 | Q293 cells, Pyk2 FERM NanoBiT luminescence; stronger effect = lower value | z-score (the deposit names both 25 µM and 10 µM) | hit rate 0.83% among 99,000 | AID 1347419;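 active = Z-score of -3 or lower, scaled per plate to the spread of control and sample wells; inactive = z-score above -3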;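 note: negative z-score means lost luminescence so less FERM oligomerization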
F-actin modifier = alters cytoskeleton assembly in HUVEC cells; HUVEC TNFa F-actin phalloidin imaging, high content; inhibition, % at 2 µM; hit rate 0.18% among 91,000;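 active = inhibition above the batch mean plus 3 SD and confirmed as a hit by visual image inspection, cut at about 30% in these data, passing the limit was not always enough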; note: strong numbers were not always called active
Smad3 inh = blocks human Smad3 binding to FoxH1 peptide. TR-FRET Smad3/Dy647-FoxH1 peptide binding, europium anti-His. inhibition, % at 25 µM. hit rate 0.29% among 88,000. AID 630;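 active = compounds that reduce the energy-transfer binding signal between the protein and its labelled peptide by more than half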;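 note: 0% = Smad3 plus labelled peptide maximal FRET and 100% = peptide-only background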
Target sequence (P84022 whole entry, looked up): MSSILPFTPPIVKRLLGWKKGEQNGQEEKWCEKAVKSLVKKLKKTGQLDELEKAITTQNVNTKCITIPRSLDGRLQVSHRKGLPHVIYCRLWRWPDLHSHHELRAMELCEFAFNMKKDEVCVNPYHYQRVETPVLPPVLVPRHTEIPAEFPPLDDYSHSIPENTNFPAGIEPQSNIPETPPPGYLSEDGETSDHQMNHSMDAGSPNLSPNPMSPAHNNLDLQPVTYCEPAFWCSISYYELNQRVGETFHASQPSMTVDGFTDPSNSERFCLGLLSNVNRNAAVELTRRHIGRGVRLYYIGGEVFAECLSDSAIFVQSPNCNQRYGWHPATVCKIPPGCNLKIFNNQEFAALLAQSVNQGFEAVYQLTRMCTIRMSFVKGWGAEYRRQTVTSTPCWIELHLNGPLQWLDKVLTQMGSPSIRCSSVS
H69AR growth 86K = growth inhibitors of human H69AR lung tumor cells; H69AR lung tumor viability, ATP luminescence, 72 h; stronger effect = lower value; viability, % at 10 µM; hit rate 6% among 85,000; AID 598;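 active = viability at or below 40%; inactive = viability above 40%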;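 note: multidrug resistant small cell line overexpressing MRP-1 efflux transporter; 100% = mean luminescence of untreated control wells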
IL1B cytotox = toxic to HUVEC cells under IL-1B stimulation. cell count reduction, % at 2 µM. hit rate 0.41% among 94,000. HUVEC cell count loss, Hoechst imaging, IL-1B stimulated. AID 845;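 active = cell count reduction more than 3 SD above the screen-wide mean, cut at about 70% in these data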;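 note: normalized per plate to untreated control cells as the no-loss baseline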
HUVEC prolif 384 = human endothelial cell proliferation inhibition; HUVEC proliferation, CellTiter-Glo luminescence, 72 h; stronger effect = lower value; viability, % at 10 µM (by protocol); hit rate 1.1% among 86,000; AID 648;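 active = viability at or below 30%; inactive = viability above 30%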;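 note: 100% = median luminescence of DMSO-only cell control wells on each plate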
Numbers without * were called inactive; nt = not tested or not shown; [ ] = another dose, or the depositor's remark.

SMILES	Fibroblast inh	HUVEC tox TNFa	VCAM1 TNFa inh	PTK2B oligo ant	F-actin modifier	Smad3 inh	H69AR growth 86K	IL1B cytotox	HUVEC prolif 384
COc1ccc(-c2nnc(SCCOc3cccc(C)c3)n2N)cc1	103	2	18	0.81	-39	0	90	4	91
CCCCN(C)CCCNC(=O)c1ccc(N2CCCC2=O)cc1	97	0	18	0.07	-10	35[fluorescence artefact?]	92	-16	95
COc1ccccc1NC(=O)CSc1nc2nc(C)cc(C)c2c(=O)[nH]1	96	19	23	-0.21	-1	6	95	-48	87
O=C(/C=C/c1ccccc1)NC(NC(=S)Nc1cc(Cl)ccc1Cl)C(Cl)(Cl)Cl (stereo not drawn)	nt	10	7	-0.36	7	nt	nt	-13	nt
Cc1cc(OCC(O)CN2CCN(CCO)CC2)ccc1C(C)C (stereo not drawn)	94	-20	0	0.19	19	4	90	5	89
CC1CCCC(C)N1C(=O)Cc1ccccc1 (stereo not drawn)	106	25	-6	0.36	-12	6	98	nt	102
CCCc1[nH]n(-c2ccc([N+](=O)[O-])cc2)c(=O)c1C=NCCc1c[nH]c2ccccc12	nt	-12	6	-0.63	-4	nt	nt	-34	nt
COc1ccccc1C(=O)Nc1cc(Cl)ccc1O	96	nt	nt	-2.4	nt	-6	87	nt	87
COC(=O)C1=C(C)NC(C)=C(C(=O)OC)C1/C=C/c1ccccc1	nt	-10	-3	-2.6	-13	nt	nt	-45	nt
COc1ccc(CCNC(=O)COc2ccc(S(=O)(=O)NC(C)C)cc2Cl)cc1OC	nt	-8	4	0.65	1	nt	nt	-37	nt
Cc1ccc2[nH]c(=O)c(COC(=O)C3CCCO3)cc2c1 (stereo not drawn)	97	-22	6	0.22	-20	3	98	-14	100
COc1cc(C)nc(Oc2ccc(OCc3ccccc3)nn2)n1	101	-7	13	0.8	6	3	93	-1	94
COC(=O)C1=C(C)N2C(=O)CSC2=NC1c1ccc2c(c1)OCO2 (stereo not drawn)	102	nt	nt	nt	nt	-4	93	nt	97
COc1cccc(-c2nc(NCC3CCCO3)c3ccccc3n2)c1O (stereo not drawn)	84	-8	28	-2.1	-31	-14	32*	-17	72
CCN(CC)C(=O)CSc1nnc(-c2cc(OC)cc(OC)c2)o1	98	6	-8	-0.7	-8	10[fluorescence artefact?]	92	12	87
CC(=O)CC1(O)C(=O)N(CN2CCN(c3ccccc3)CC2)c2ccccc21 (stereo not drawn)	84	-4	3	0.25	-35	-8	93	-7	87
COc1ccc(Cc2nnc(NC(=O)c3ccco3)s2)cc1OC	105	-28	22	0.89	-12	10	89	2	99
CCOc1ccc(NS(=O)(=O)c2ccc(N)cc2)cc1	100	-7	-9	-0.36	-8	-1	94	16	100
CCC1CCCCN1C(=O)c1cc(-c2ccc(Cl)c(Cl)c2)on1 (stereo not drawn)	94	nt	nt	-0.69	nt	5	86	nt	102
Cc1nnc(SCC(=O)Nc2cccc(C(F)(F)F)c2)[nH]c1=O	109	12	1	-0.83	-4	-13	102	-14	91

Ordered by heavy-atom count (high to low): 3 of the compounds above.
SMILES	Fibroblast inh	HUVEC tox TNFa	VCAM1 TNFa inh	PTK2B oligo ant	F-actin modifier	Smad3 inh	H69AR growth 86K	IL1B cytotox	HUVEC prolif 384
COc1ccc(CCNC(=O)COc2ccc(S(=O)(=O)NC(C)C)cc2Cl)cc1OC	nt	-8	4	0.65	1	nt	nt	-37	nt
COc1cccc(-c2nc(NCC3CCCO3)c3ccccc3n2)c1O (stereo not drawn)	84	-8	28	-2.1	-31	-14	32*	-17	72
CCCCN(C)CCCNC(=O)c1ccc(N2CCCC2=O)cc1	97	0	18	0.07	-10	35[fluorescence artefact?]	92	-16	95

Next section
SMILES	Fibroblast inh	HUVEC tox TNFa	VCAM1 TNFa inh	PTK2B oligo ant	F-actin modifier	Smad3 inh	H69AR growth 86K	IL1B cytotox	HUVEC prolif 384
COc1ccc(Br)cc1C1NC(=O)NC(C)=C1C(=O)N(C)C (stereo not drawn)	nt	-8	18	0.13	2	nt	nt	17	nt
CCOc1ccccc1N1CCN(C(=O)c2cc3c(s2)CCC3)CC1	99	-26	-5	-0.2	12	6	88	21	94
O=C(OCCN1C(=O)c2ccccc2C1=O)c1cc(=O)[nH]c2ccccc12	87	-18	9	-0.67	13	1	97	-40	97
CCC(c1nnnn1CCOC)N(Cc1cc2cc(C)c(C)cc2[nH]c1=O)CC1CCCO1 (stereo not drawn)	103	25	-26	0.62	nt	-3	98	-15	99
COc1cc(NS(=O)(=O)c2ccc(Br)s2)cc(OC)c1	90	-30	5	-1.1	-7	8	88	9	90
COc1nc(C)nc2c1sc1nc3c(cc12)COC(C)(C)C3	100	-15	2	2.6	-6	4	93	-141	100
Cc1cc(C)n(-c2nc3ccccc3c(=O)n2OCC(N)=O)n1	104	-32	12	-0.26	1	5	87	27	103
Cc1cc(C)c(C#N)c(SC(F)F)n1	105	1	5	1.7	-31	-6	98	0	102
CCCc1[nH]nc2c1C1(CCN(C(=O)OCc3ccccc3)CC1)C(C#N)=C(N)O2	101	-28	-13	-1.2	11	2	85	-15	99
Cc1ccc(N(C)S(=O)(=O)c2cccc(C(=O)NC3=NCCS3)c2)cc1	nt	-13	13	-2.3	20	nt	nt	1	nt
COc1ccc(-c2nc3ccccc3n2CCC(C)C)cc1OC	99	-2	8	-0.22	3	-3	29*	9	94
O=S(=O)(c1ccc(Cl)cc1)c1cnc(-c2cccnc2)nc1-c1ccccc1	nt	-11	8	0.5	6	nt	nt	-16	nt
CCCCCc1c(C)nc(N2CCOCC2)[nH]c1=O	nt	4	-2	0.45	6	-2	108	-14	98
Cc1cccc2cc(COC(=O)c3ccccc3)c(=O)[nH]c12	98	-27	16	-0.48	-6	5	86	30	89
CC(Sc1nc2ccccc2c(=O)n1Cc1ccco1)C(=O)c1ccccc1 (stereo not drawn)	97	nt	nt	-2.6	nt	-5	77	nt	83
O=C(CCCSc1nc2ccccc2[nH]1)NC1=NCCS1	108	-9	2	0.78	6	-1	93	-17	108
O=C(Nc1ccccc1)N(Cc1ccccc1)CC(O)C(F)(F)F (stereo not drawn)	nt	-50	20	0.47	-13	nt	nt	-6	nt
COC(=O)c1scc(C)c1N/N=C(\C)c1cc(F)c(Cl)cc1F	98	-20	-11	1.2	15	2	84	9	96
CCn1c(CNc2ccc(C)cc2C)nnc1SCC(=O)N1CCCc2ccccc21	85	-19	-3	-0.26	6	-1	67	-6	81
CCn1nc(NC(=O)c2ccccn2)c2cc3cc(C)ccc3nc21	96	-10	-3	-1.2	-6	-5	68	-25	82
CCCCCSc1nc2c(c(=O)[nH]c(=O)n2C)n1CC	nt	0	2	nt	1	nt	nt	-24	nt
O=C(NCc1ccc2c(c1)OCO2)C1CCN(c2ncccn2)CC1	102	-19	9	1.2	8	5	97	23	90
CN1CCN(CP(=O)(N2CCOCC2)N2CCOCC2)CC1	103	-8	8	0.26	44	11	102	0	102
O=C(NCC(=O)N(CC1CCCO1)C(C(=O)NC1CCCC1)c1ccc(F)cc1)c1ccco1 (stereo not drawn)	98	-14	7	1	7	1	79	-8	94
N#Cc1c(Nc2ccccc2)c(C=NCCN2CCOCC2)c[nH]c1=O	97	18	1	0.47	nt	-6	92	-26	93
CCOc1ccc(NC(=O)c2ccc(C#CC(C)(C)O)cc2)cc1	nt	-36	2	0.56	46	nt	nt	1	nt
COC(=O)C1=C(C)NC(C)=C(C(=O)OC)C1c1cn(-c2ccccc2)nc1-c1ccco1	nt	-30	12	-0.71	37	nt	nt	-4	nt
Cc1cc(C)n2[nH]c(=O)c(N=Nc3ccccc3)c2n1	nt	-9	7	-0.03	-3	nt	nt	18	nt
CN(C)/C=N/C(=S)Nc1ccccc1F	107	-9	3	-0.92	0	-6	105	7	103
COc1cc(C2C(C(=O)OCCC#N)=C(C)NC3=C2S(=O)(=O)c2ccccc23)cc(OC)c1OC (stereo not drawn)	nt	-2	33	-1.4	-22	nt	nt	nt	nt
CON(C)c1nc(OCCNC(=O)OCc2ccc(Cl)cc2C)nc(N(C)C)n1	104	nt	nt	0.31	nt	6	101	-48	99
c1ccc(-c2cc(-c3nnc4sc(-c5ccccn5)nn34)[nH]n2)cc1	102	-28	5	-3.3*	58	-38	60	-24	90
Cc1nc2ccccn2c1-c1nnco1	92	9	-7	0.72	-49	3	105	-16	90
COc1ccccc1N1CCN(C(=O)CSc2nc(C)c(Cc3ccccc3)c(=O)[nH]2)CC1	104	27	-2	-0.71	-11	10	101	4	89
O=C(NCc1ccccc1)c1cc(-c2cccs2)on1	90	-52	-8	-0.63	-1	8	97	-51	104
CC1(C)C(=O)C2(C(=O)NCc3ccccc3)CCC1C2 (stereo not drawn)	97	-14	1	0.13	-13	1	96	-12	90
N=c1nc(N)nc2n1NC(c1ccc(F)cc1)=CS2	91	-2	55*	-0.51	-16	13	93	4	30*
O=C(CCS(=O)(=O)Cc1ccc(Cl)cc1)NCCCN1CCN(c2ccccc2F)CC1	98	8	3	1.4	-15	-10	110	-6	82
CCOC(=O)c1cc2n(n1)C(C(F)(F)C(F)(F)F)CC(C)N2 (stereo not drawn)	98	-16	16	0.12	-4	-11	102	-35	95
CCn1nc(C)c(/C=C2\CCCC3=C2OC(N)=C(C#N)C3c2c(C)nn(CC)c2C)c1C (stereo not drawn)	nt	-15	14	nt	2	4	80	-49	125
Cc1cc(C)n2nc(SCC(=O)N/N=C/c3ccc(F)cc3)nc2n1	nt	9	6	-1.5	-1	nt	nt	2	nt
C/C(=N\NC(=O)CSCc1ccccc1Cl)c1cccc(NC(=O)c2ccccc2)c1	110	-28	-7	-1	-6	3	50	-7	84
CCOc1cc(S(=O)(=O)Nc2ccccc2CC)ccc1Cl	102	79*	98*	-0.3	-3	8	70	10	90
O=C(N/N=C/c1ccncc1)c1cc2c(ccc3ccccc32)o1	nt	-5	5	-0.17	23	nt	nt	-8	nt
COCCSc1nc2sc3c(c2c(=O)n1-c1ccccc1)CCN(C)C3	95	4	19	0.09	-20	-2	83	22	84
C=C(C)Cn1c(-c2ccccc2)nc2ccccc21	90	-16	7	0.08	4	2	77	-5	114
COc1ccc(S(=O)(=O)NCCSc2ccc(C)cc2)cc1OC	98	-24	12	0.45	16	-11	103	14	94
Cc1nc(NS(=O)(=O)c2ccc(Br)cc2)c2c3c(sc2n1)CCC3	99	-10	-1	-2.7	7	-11	100	13	78
CCOc1ccc2nc(NC3=NC(C)(C)C=C(C)N3)nc(C)c2c1	nt	-2	30	-0.37	-10	nt	nt	5	nt
O=C(COC(=O)C1CCC1)Nc1ccc(OC(F)F)cc1	103	nt	nt	0.4	nt	3	93	nt	102
CCN(c1ccccc1)S(=O)(=O)c1ccc(F)c(C(=O)O)c1	98	nt	nt	0.29	nt	9[fluorescence artefact?]	103	nt	97
CCC(C)C(NC(=O)c1ccccc1NC(=O)c1ccc(OC)cc1)C(=O)NCc1ccco1 (stereo not drawn)	103	-36	-5	-1.6	10	5	82	8	90
COc1ccc(C2CC(=O)c3c(C)nc(N4CCN(Cc5ccccc5)CC4)nc3C2)cc1OC (stereo not drawn)	96	3	6	-0.27	0	1	nt	22	84
COc1ccc(N/C=C(\C#N)c2nc3ccccc3n2C)c(OC)c1	95	-12	-21	-0.17	4	-1	46	9	74
NC(=O)C1CCN(CC(=O)NCc2ccccc2)CC1	96	9	-20	0.49	3	-7	99	-7	99
COCCOC(=O)C1=C(C)OC(N)=C(C#N)C1c1ccc2c(c1)OCO2 (stereo not drawn)	98	-14	-48	-0.4	-5	7[fluorescence artefact?]	89	-11	99

A portion of the library, so the mix of outcomes need not match the whole.
